Screening data as filed in PubChem.
AmpC inh no detg – blocks E. coli AmpC beta-lactamase in detergent-free assay; 330,000 compounds, 0.52% hits; AmpC nitrocefin hydrolysis, absorbance 480 nm, 0.0001% Triton; Potency, µM (top dose mostly 57.1 µM), without a hit: at the highest dose activity change, negative = inhibition, most hits filed as inhibitors;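 note: potency is the fitted concentration of half-maximal effect; plate controls were no compound for no effect and no enzyme for full effect; nearly all actives have a fitted effect of over 20% in size; some results filed as inactive show a strong effect at the top dose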
Target sequence (P00811 whole entry, looked up): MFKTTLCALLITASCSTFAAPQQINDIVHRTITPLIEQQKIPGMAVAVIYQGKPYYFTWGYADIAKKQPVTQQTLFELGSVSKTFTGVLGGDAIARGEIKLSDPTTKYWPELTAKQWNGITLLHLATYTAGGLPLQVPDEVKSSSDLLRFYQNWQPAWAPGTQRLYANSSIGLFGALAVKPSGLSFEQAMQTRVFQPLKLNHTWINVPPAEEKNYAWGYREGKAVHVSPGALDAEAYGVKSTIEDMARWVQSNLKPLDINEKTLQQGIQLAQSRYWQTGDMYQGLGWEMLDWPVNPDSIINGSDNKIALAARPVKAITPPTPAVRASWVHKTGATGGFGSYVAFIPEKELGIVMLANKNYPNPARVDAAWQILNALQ
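20 mM phosphate pH 7.0 + 0.01% (detergent screen) or 0.0001% Triton X-100; 5.3 nM AmpC reagent; cpd preinc 15 min RT; nitrocefin (800 uM stock) to start; A480 q20 s × 4 min; Activity was normalised to no-enzyme and no-compound control wells.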
Shiga toxin inh – Shiga toxin inhibition | inhibition, % at 38.7 µM | AID 2315 | 290,000 compounds, 9.2% hits | Vero cells, Shiga toxin protein synthesis inhibition reporter; in the data active = inhibition mostly above about 28%, no sharp cut-off; inactive = mostly below about 43%; note: 0% is about no effect
Pf growth 96h – P. falciparum growth inhibition at 96 hour, primary screen for plastid delayed-death inhibitors; P. falciparum luciferase reporter growth, 96 h; Potency, µM (titrated, usually from 28.7 µM), for inactives: at the highest dose activity change, negative = inhibition, actives largely listed as inhibitors; 320,000 compounds, 6.9% hits; note: potency is the fitted concentration of half-maximal effect; % is set by controls: 0 for no effect and ±100 for the full control effect
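Erythrocytes infected with luciferase-expressing P. falciparum were dispensed at 2% hematocrit and 0.05% parasitemia (final), then incubated with compounds 96 hours at 37 C in 5% CO2. Luminescence after detection reagent addition reported growth.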
Tb PYK inh – blocks Trypanosoma brucei pyruvate kinase. Q57TT1. Potency, µM (top dose mostly 76.8 µM), for the others: top-dose activity, negative = inhibition, actives largely listed as inhibitors. TbPYK enzyme, Kinase-Glo Plus ATP luminescence, 45 min. 410,000 compounds, 0.12% hits; note: potency is the fitted concentration of half-maximal effect; % is set by controls: 0 for no effect and ±100 for the full control effect; nearly all actives have a fitted effect of over 50% in size
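Activity of T. brucei pyruvate kinase was followed by Kinase-Glo Plus luminescence after the enzyme reacted 45 min at room temperature with 130 uM ADP (final) and substrate. Test compounds were added before ADP at multiple concentrations.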
LmPK inhibitor – inhibitors of Leishmania mexicana pyruvate kinase. Q27686. purified LmPK, Kinase-Glo ATP luminescence, 1 h. Potency, µM (titrated, usually from 57.5 µM), inactives show at the highest dose activity change, negative = inhibition, hits mostly inhibitors. 290,000 compounds, 0.37% hits. AID 1721; note: potency is the fitted concentration of half-maximal effect; % is set by controls: 0 for no effect and ±100 for the full control effect
Target sequence (Q27686 whole entry, looked up): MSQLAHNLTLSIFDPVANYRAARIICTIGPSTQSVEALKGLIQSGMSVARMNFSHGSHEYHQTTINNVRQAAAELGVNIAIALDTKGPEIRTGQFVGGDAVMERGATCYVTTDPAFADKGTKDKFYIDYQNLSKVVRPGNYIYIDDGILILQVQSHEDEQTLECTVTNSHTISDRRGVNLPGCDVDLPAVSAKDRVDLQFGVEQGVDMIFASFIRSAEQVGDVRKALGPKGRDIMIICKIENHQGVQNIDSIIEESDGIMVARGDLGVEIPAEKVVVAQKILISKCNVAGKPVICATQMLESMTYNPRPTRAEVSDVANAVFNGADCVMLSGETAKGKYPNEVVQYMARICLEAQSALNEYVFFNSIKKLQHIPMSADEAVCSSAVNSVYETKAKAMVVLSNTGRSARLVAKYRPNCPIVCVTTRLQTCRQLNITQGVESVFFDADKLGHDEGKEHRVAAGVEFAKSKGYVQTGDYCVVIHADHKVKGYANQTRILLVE
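In 50 mM imidazole pH 7.2 with 7 mM MgCl2, LmPK (0.1 nM) turned over PEP (0.5 mM) and ADP (0.1 mM) for 1 h at room temperature. Luciferase read-out of ATP.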
Cycloheximide cs – counter-screen for Shiga toxin inhibitors: cycloheximide protein synthesis inhibition | 300,000 compounds, 12% hits | cell reporter, cycloheximide protein synthesis inhibition counterscreen | AID 2314 | max response, %; in the data active = max response mostly above about 13%, no sharp cut-off; inactive = mostly below about 14%; note: read at 38.3 µM for the half of the compounds with a filed dose; 0% is about no effect
Pf growth 48h – inhibits P. falciparum growth in the first generation, 48 h; P. falciparum luciferase growth in erythrocytes, 48 h; Potency, µM (top dose mostly 28.7 µM), for the others: at the top dose activity change, negative = inhibition, most hits filed as inhibitors; 310,000 compounds, 5.9% hits; AID 504832; note: potency is the fitted concentration of half-maximal effect; % is set by controls: 0 for no effect and ±100 for the full control effect
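First compound was added to culture medium, then infected red cells at 0.1% parasitemia and 2% hematocrit (final). After incubation at 37 C under 5% CO2, luciferase detection reagent was dispensed and light output recorded.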
Starred values were filed as active, the others as inactive; u = inconclusive; x = no result given; [ ] = remark or other dose. Unless noted, calls come from the whole dose curve; as a rule, active = well fitted curve in the direction sought with a large enough effect; inconclusive = small, poorly fitted or top-dose-only effect, or another doubt; inactive = no such curve, though single readings can be large; an effect the other way counts as inactive or inconclusive.

No.	molecule	AmpC inh no detg	Shiga toxin inh	Pf growth 96h	Tb PYK inh
1	CCCCN(CC)S(=O)(=O)c1ccc(C(=O)Nc2nnc(-c3cccs3)o2)cc1	-23%	16	-3%	0%
2	CCNc1nc(C)c(CN(C(C)=O)c2ccccc2)nc1C#N	-10%	-5	-15%	-20%
3	CC(=O)C1=C(O)C(=O)N(c2ccc(C)cc2)C1c1ccccn1 (stereo not drawn)	-15%	37*	8%	-15%
4	CCOC(=O)c1c(CN2CCN(Cc3ccccc3)CC2)n(C)c2cc(Br)c(OC)cc12	-20%	-1	u	5%
5	Cc1nn(C)c(=S)n1-c1ccc(Cl)cc1	-8%	-13	-14%	1%
6	Cc1ccc(NC(=O)C2CCCN(S(=O)(=O)c3cccs3)C2)cc1 (stereo not drawn)	-43%	-26	u	3%
7	COc1ccc(-n2nnc3c(=O)n(CC(=O)Nc4ccc5c(c4)OCCO5)cnc32)cc1OC	-8%	-3	u	-2%
8	CN(C)S(=O)(=O)N1CCCN(S(=O)(=O)N(C)C)CC1	-7%	-7	1%[5.75 µM]	5%
9	COc1ccc(CCN2C(=O)N[C@@H](C(C)C)C2=O)cc1	2%	5	21%	3%
10	CCC(C)Sc1ccc([C@H]2N[C@@](C)(C(=O)OC)[C@H]3C(=O)N(CC)C(=O)[C@@H]23)cc1 (stereo partly drawn)	123%[activator]	x	37%[activator]	-2%
11	CC(C)(C)C(=O)NC(=S)NNC(=O)c1sc2ccccc2c1Cl	-22%	26	316%[activator]	-6%
12	CCOc1ccccc1N=C1SCCCN1C	45%	-3	0%	1%
13	Cc1ccc(S(=O)(=O)N2CCC(C(=O)NCCCN3CCOCC3)CC2)cc1	-15%	x	-28%	1%
14	Fc1ccccc1NC(=S)NCc1ccc2c(c1)OCO2	-34%	23	u	-6%
15	CCc1cc2c(N3CCN(c4ccccc4)CC3)ncnc2s1	-10%	-22	-3%	-8%

No.	LmPK inhibitor	Cycloheximide cs	Pf growth 48h
1	12%	-1	x
2	-2%	-2	-7%
3	3%	22*	14%
4	4%	-1	x
5	2%	9	7%
6	3%	5	-1%
7	-9%	-1	-3%
8	-2%	-8	-1%
9	0%	-2	9%
10	x	x	u
11	-2%	48*	u
12	-2%	-1	-5%
13	x	x	36%[activator]
14	-3%	9	9%
15	4%	-1	-1%

Continued.
No.	molecule	AmpC inh no detg	Shiga toxin inh	Pf growth 96h	Tb PYK inh
16	CC(C)(CO)NCC(O)Cn1cc(C=O)c2ccccc21 (stereo not drawn)	-4%	-12	36%[activator]	-5%
17	C=C1C(C(=O)Nc2ccc(OC)cc2)C1C(=O)Nc1ccc(OC)cc1 (stereo not drawn)	-21%	11	-5%	-4%
18	FC(F)(F)C1=NC(C(F)(F)F)=NP(N2CCOCC2)(N2CCOCC2)=N1	-19%	-15	48%[activator]	-1%
19	COc1cc(OC)c(C(=O)O/N=C(\N)c2ccccn2)cc1OC	-19%	78*	1%	-11%
20	Cc1ccc(Sc2cnccc2C#N)cc1	-3%	7	u	-5%
21	CCC(CO)NCc1cc(OC)c(OCC(=O)NCCc2ccccc2)cc1Br (stereo not drawn)	1%	11	4.1µM*	-4%
22	CC/C(=N/Nc1ccccc1C)c1cnnc(SC)n1	-40%	-6	2.3µM*	7%
23	Cc1cc2cc(C(c3nnnn3C(C)(C)C)N(Cc3ccco3)CC3CCCO3)c(=O)[nH]c2cc1C (stereo not drawn)	9%	18	u	x
24	CCC(C)Sc1nc2c(cnn2-c2ccccc2)c(=O)[nH]1 (stereo not drawn)	-19%	26	-14%	-4%
25	CSc1cccc(NC(=O)C2CCN(S(=O)(=O)c3ccc4c(c3)NC(=O)CO4)CC2)c1	-34%	-8	u	-6%
26	Cc1sc2ncn(CC(=O)NCCCC(=O)N3CCN(c4ccccc4)CC3)c(=O)c2c1C	-1%	17	x	5%
27	CCCC(=O)Nc1ccccc1-c1nnc(SCC)[nH]c1=O	-17%	-3	6%	-17%
28	COc1ccccc1CC(=O)NC1CCN(Cc2ccccc2)CC1	-4%	-6	4%	5%
29	Cc1ccc(OCC(=O)Oc2cccc(C)c2C)cc1	-14%	x	12µM*	1%
30	O=C(COC(=O)c1ccccn1)Nc1ccccc1Cl	-10%	2	-23%	-3%

No.	LmPK inhibitor	Cycloheximide cs	Pf growth 48h
16	-10%	-3	2%
17	5%	-2	u
18	1%	-5	9%
19	-6%	14*	-23%
20	0%	-3	u
21	4%	-2	u
22	2%	1	4.1µM*
23	-1%	1	u
24	-1%	4	13%
25	-4%	8	-15%
26	0%	-3	u
27	0%	-2	-9%
28	-5%	-2	27%
29	7%	-1	41%[activator]
30	2%	9	15%

More structures
No.	molecule	AmpC inh no detg	Shiga toxin inh	Pf growth 96h	Tb PYK inh
31	Cc1c(C(=O)OCC(=O)NCCN2C(=O)CSC2=O)oc2c1ccc1ccccc12	152%[activator]	23	47%[activator]	-13%
32	COC(C)(C)[C@]12CC(O)(c3ccccc3)ON1[C@H]1CCCCC1N2O (stereo partly drawn)	-12%	-12	x	-3%
33	O=C(O)C12C3CCCC1C32c1ccccc1 (stereo not drawn)	-10%	15	u	15%
34	COc1ccc(C2=NS(=O)(=O)N(C)C(C(=O)N3CCC4(CC3)OCCO4)=C2)cc1OC	34%	-3	36%[activator]	-5%
35	COc1ccc(OC(=O)c2cccnc2)cc1	-10%	-10	x	-3%
36	CCCCCNC(=O)C(C)NS(=O)(=O)c1ccc(OC)cc1 (stereo not drawn)	x	-15	-22%	0%
37	COCCNC(=O)C1CCCN(c2ncccn2)C1 (stereo not drawn)	-9%	-8	u	1%
38	CCn1c(C)cc(/C=C2/NC(=O)N(CC(=O)Nc3cccc(C)c3)C2=O)c1C	-25%	9	u	3%
39	O=C(NCCCN1CCCC1=O)c1ccc2c(c1)NC(=O)c1ccccc1S2	-4%	-9	-13%	-2%
40	Cc1ccc(S(=O)(=O)N(C)C)cc1NC(=O)c1sccc1Cl	-22%	-14	1%	-8%
41	Cc1cc(=O)n2c(ccc3ccccc32)c1C#N	-10%	18	-7%	-3%
42	COc1cccc(NC(=O)CSc2nnc(-c3ccco3)c(-c3ccco3)n2)c1	-55%	23	18%	u
43	CCOC(=O)N1CCN(C(=O)Nc2ccc(NC(=O)N3CCN(C(=O)OCC)CC3)cc2)CC1	-2%	11	0%	-4%
44	Cc1ccc(C(O)P(=O)(OCc2ccccc2)c2ccc(N(C)C)cc2)cc1 (stereo not drawn)	37%	20	-13%	1%
45	CN(CC(=O)Nc1cccc(F)c1)C(=O)C1(c2ccccc2)CC1	-23%	x	18%	3%

No.	LmPK inhibitor	Cycloheximide cs	Pf growth 48h
31	2%	-1	15%
32	5%	-3	-3%
33	-1%	-5	-2%
34	10%	-3	7%
35	-2%	-2	x
36	0%	-2	-10%
37	-1%	-1	0%
38	-1%	-2	u
39	3%	-7	x
40	1%	-1	25%
41	1%	-3	20%
42	6%	-2	10%
43	-7%	0	-19%
44	-4%	-1	-18%
45	x	x	u

Gathered by group: the entries above containing a thiophene ring, fused or not (6)
No.	molecule	AmpC inh no detg	Shiga toxin inh	Pf growth 96h	Tb PYK inh
1	CCCCN(CC)S(=O)(=O)c1ccc(C(=O)Nc2nnc(-c3cccs3)o2)cc1	-23%	16	-3%	0%
6	Cc1ccc(NC(=O)C2CCCN(S(=O)(=O)c3cccs3)C2)cc1 (stereo not drawn)	-43%	-26	u	3%
11	CC(C)(C)C(=O)NC(=S)NNC(=O)c1sc2ccccc2c1Cl	-22%	26	316%[activator]	-6%
15	CCc1cc2c(N3CCN(c4ccccc4)CC3)ncnc2s1	-10%	-22	-3%	-8%
26	Cc1sc2ncn(CC(=O)NCCCC(=O)N3CCN(c4ccccc4)CC3)c(=O)c2c1C	-1%	17	x	5%
40	Cc1ccc(S(=O)(=O)N(C)C)cc1NC(=O)c1sccc1Cl	-22%	-14	1%	-8%

No.	LmPK inhibitor	Cycloheximide cs	Pf growth 48h
1	12%	-1	x
6	3%	5	-1%
11	-2%	48*	u
15	4%	-1	-1%
26	0%	-3	u
40	1%	-1	25%

Reformatted as labelled records: entries from further up.
36: CCCCCNC(=O)C(C)NS(=O)(=O)c1ccc(OC)cc1 (stereo not drawn)
  AmpC inh no detg = x
  Shiga toxin inh = -15
  Pf growth 96h = -22%
  Tb PYK inh = 0%
  LmPK inhibitor = 0%
  Cycloheximide cs = -2
  Pf growth 48h = -10%

37: COCCNC(=O)C1CCCN(c2ncccn2)C1 (stereo not drawn)
  AmpC inh no detg = -9%
  Shiga toxin inh = -8
  Pf growth 96h = u
  Tb PYK inh = 1%
  LmPK inhibitor = -1%
  Cycloheximide cs = -1
  Pf growth 48h = 0%

Other entries follow:
No.	molecule	AmpC inh no detg	Shiga toxin inh	Pf growth 96h	Tb PYK inh
46	CC(NC(=O)CN(c1ccc(Cl)cc1)S(C)(=O)=O)c1ccccc1 (stereo not drawn)	-35%	17	u	2%
47	COc1ccccc1CNC(=O)CN1C(=O)C(C)N(c2ccc(C)cc2)C1=O (stereo not drawn)	1%	22	0%	-6%
48	Cc1ccc(S(N)(=O)=O)cc1NC(=O)C(c1ccccc1)c1ccccc1	-31%	-5	u	-13%
49	CCCC[C@@H]1CNC(=S)N1CCC12CC3CC(CC(C3)C1)C2	-19%	-4	u	-16%
50	CC(C)=CC(=O)Nc1nnc(C)s1	-23%	25*	36%[activator]	-4%
51	CC(C)c1ccc(S(=O)(=O)Nc2ccc(N3CCOCC3)cc2)cc1	-30%	-7	1%	-3%
52	COc1cccc(OCc2nn3c(=O)c(-c4ccccc4)nnc3s2)c1	-15%	-4	u	-1%
53	CCOC(=O)c1cc(C#N)c(N2CCNCC2)nc1C(F)(F)F	-7%	-9	99%[activator]	3%
54	Cc1ccc2c(CSc3nnc(C4CC4)n3N)cc(=O)oc2c1	-18%	34	u	-14%
55	CC(C)OCCCNC(=O)CN1CCN(Cc2ccc(Cl)cc2)C1=O	-5%	-3	u	6%
56	O=C(COc1ccc(Cl)c(Cl)c1)NN1C(=O)C2C(C1=O)C1C=CC2C12CC2 (stereo not drawn)	-9%[2.29 µM]	-8	52%	0%
57	OC[C@@H](O)[C@@H](O)[C@H](O)[C@@H](O)CO	5%	x	18%	3%
58	CCCC1c2ccsc2CCN1C(=S)NC (stereo not drawn)	-20%	-7	u	-5%
59	Cc1ccc(NC(=S)Nc2ncccc2C)c(C)c1	-18%	54*	1%	-23%
60	COc1ccc(NC(=O)C(NC(C)=O)C(=O)NCc2ccccc2)cc1 (stereo not drawn)	-6%	-18	2%	2%
61	O=C(Cn1cccc1C(=O)c1ccccc1)NCCc1ccc(Cl)cc1	-21%	9	-26%	-15%

No.	LmPK inhibitor	Cycloheximide cs	Pf growth 48h
46	0%	-2	0%
47	-4%	12	-11%
48	0%	-1	-3%
49	2%	-2	u
50	-7%	16*	39%[activator]
51	0%	1	8%
52	0%	2	u
53	-1%	-1	u
54	2%	1	13%
55	-9%	1	x
56	3%	14	17%
57	x	x	0%
58	-1%	0	u
59	-6%	43*	145%[activator]
60	2%	-5	47%[activator]
61	1%	7	6%
